Compound activity deposited in PubChem by Sanford-Burnham Center for Chemical Genomics.
STEP block: STEP (human) phosphatase inhibition; P54829; recombinant STEP, OMFP fluorogenic substrate, fluorescence; inhibition, % at 20 µM; hit rate 0.25% among 360,000; AID 588621;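 active = inhibition at 20 µM, scaled per plate between control wells, above about 37%, limit read from the data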;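 also: 0% = DMSO with enzyme and substrate and 100% = substrate only without enzyme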
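System: isolated STEP enzyme; schedule: 20 min enzyme reaction at room temperature, protected from light; medium: Bis-Tris buffer pH 6.0, 2.5 mM DTT, 0.005% Tween 20; signal: fluorescence, 480/540 nm; dosing: single compound dose of 20 µM, 1% DMSO final; also added: OMFP substrate, 25 µM final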
MT1-MMP act inh: MT1-MMP (human) activation inhibition | HT1080 RFP-PRO-GFP cells, GFP/RFP ratio fluorescence, overnight; percent of plate control window, DMSO zero | GFP/RFP ratio change, % at 20 µM | hit rate 0.061% among 360,000;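 active = GFP/RFP ratio change of at least 30% with cell ATP level not reduced by more than half and red fluorescence within 50% of control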; also: strong numbers were not always called active
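Assay system: HT1080 cells carrying an RFP-PRO-GFP reporter | Dosing: Single dose of 20 µM compound, 1% DMSO final | Incubation: Cells overnight before dosing, compound overnight, 37 °C, 5% CO2 | Evaluation: GFP/RFP fluorescence ratio | Control set: DMSO and RFP-L50D-GFP cell wells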
NadD inh: NadD (S. aureus) enzyme inhibition; purified NadD enzyme, colorimetric absorbance read-out; inhibition, % at 20 µM; hit rate 0.78% among 360,000; AID 602399; in the data active = inhibition above about 26%; also: some compounds past the cut are filed as inactive
CendR NRP1 mod: modulators of CendR peptide binding to human neuropilin-1; O14786; FAM-RPARPAR peptide binding to NRP-1, fluorescence polarization; inhibition, % at 25 µM; hit rate 0.85% among 360,000; AID 602438;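 active = inhibition or corrected inhibition above about 18%, plus a signal ratio from 0.5 to 1.5, limit read from the data, passing the limit was not always enough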; also: strong numbers were not always called active
LMPTP block: LMPTP (human) inhibition. P24666. recombinant LMPTP-A, OMFP fluorogenic substrate, fluorescence intensity. inhibition, % at 20 µM. hit rate 0.22% among 360,000. AID 651560;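 active = compounds that cut the enzyme signal by at least half of the control window in the single-dose screen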;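 also: plate controls were DMSO wells with enzyme plus substrate for no effect and substrate without enzyme for full effect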
Target sequence (P24666 whole entry, looked up): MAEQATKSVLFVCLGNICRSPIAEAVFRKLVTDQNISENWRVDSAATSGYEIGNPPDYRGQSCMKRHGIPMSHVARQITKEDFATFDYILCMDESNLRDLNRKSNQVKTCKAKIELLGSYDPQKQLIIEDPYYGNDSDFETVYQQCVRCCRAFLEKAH
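Material: LMPTP-A; amount: 0.625 nM enzyme; doses: single 20 µM dose; times: reaction 50 min, room temperature, dark; technique: fluorescence intensity of OMFP turnover product; benchmarks: no-enzyme and uninhibited controls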
Scp1 inh: inhibitors of human Scp-1 phosphatase; Q9GZU7; Recombinant Scp1, phosphopeptide, malachite green phosphate absorbance; inhibition, % at 20 µM; hit rate 0.88% among 340,000; AID 493091;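 active = inhibition above about 50% at 20 µM, limit read from the data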;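 also: plate controls were DMSO wells with enzyme for no effect and wells lacking enzyme for full effect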
Target sequence (Q9GZU7 76-261 limits assumed): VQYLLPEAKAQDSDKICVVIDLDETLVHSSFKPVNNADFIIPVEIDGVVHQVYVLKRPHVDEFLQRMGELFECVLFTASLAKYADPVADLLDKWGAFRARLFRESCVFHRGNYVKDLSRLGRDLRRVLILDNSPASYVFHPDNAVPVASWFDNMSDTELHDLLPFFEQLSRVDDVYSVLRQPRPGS
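Incubation: 45 min enzyme reaction at room temperature / System: truncated SCP-1 phosphatase (76-261aa) / Reagent: Phospho 17-mer peptide substrate / Buffer or medium: Acidic Tris acetate buffer with magnesium and detergent / Signal: absorbance at 630 nm / Doses: one concentration, 20 µM, with 1.0% DMSO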
SUMO1 PPI mod: modulators of human SUMO1-mediated protein-protein interactions | P63165 | SUMO1 binding to a labelled peptide, TR-FRET, 1 h | inhibition, % at 20 µM | hit rate 0.33% among 360,000 | AID 602429; in the data active = inhibition above about 37%
Target sequence (P63165 whole entry, looked up): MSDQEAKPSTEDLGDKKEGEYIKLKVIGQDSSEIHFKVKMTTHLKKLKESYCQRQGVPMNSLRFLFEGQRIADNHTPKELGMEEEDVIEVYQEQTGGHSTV
SKN-1 inh: blocks SKN-1 activity in C. elegans. C. elegans VP596 Pgst-4::GFP/RFP ratio, acrylamide-induced, 24 h. inhibition, % at 21.8 µM. hit rate 0.49% among 360,000. AID 624304;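 active = interference check ratio from 0.5 to 1.5 plus GFP to RFP signal ratio inhibition reaching or exceeding a fixed threshold, cut at about 30% in these data, passing the limit was not always enough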; also: some compounds called inactive have numbers as strong as hits
Rpn11 block: blocks the human proteasome subunit Rpn11 | calls only at 20 µM | human 26S proteasome, Ub4-pepOG fluorescence polarization; 20S core pre-blocked with epoxomicin | hit rate 0.59% among 360,000 | O00487;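 active = inhibition at 20 µM, scaled to each plate's controls, above about 33%, limit read from the data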
Target sequence (O00487 whole entry, looked up): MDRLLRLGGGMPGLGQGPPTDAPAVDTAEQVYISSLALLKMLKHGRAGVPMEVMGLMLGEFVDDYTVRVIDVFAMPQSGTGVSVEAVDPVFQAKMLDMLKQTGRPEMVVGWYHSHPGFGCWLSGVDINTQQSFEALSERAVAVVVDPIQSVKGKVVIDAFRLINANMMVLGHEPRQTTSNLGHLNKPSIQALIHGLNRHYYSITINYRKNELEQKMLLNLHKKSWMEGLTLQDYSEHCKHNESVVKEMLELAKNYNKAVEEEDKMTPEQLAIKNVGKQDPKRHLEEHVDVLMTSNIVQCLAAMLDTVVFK
DNMT1 block: inhibitors of human DNMT1. DNMT1 molecular beacon, Hinp1I cleavage, fluorescence. hit rate 0.83% among 360,000. inhibition (reported as % activation of signal), % at 10 µM. P26358; in the data active = inhibition above about 50%
The depositor's hits bear a star; i = inactive; . = not tested or not shown; + = active, no number. Random draw from the library; any-hit rate near 3.9%.

No.	canonical_smiles	STEP block	MT1-MMP act inh	NadD inh	CendR NRP1 mod	LMPTP block	Scp1 inh	SUMO1 PPI mod	SKN-1 inh	Rpn11 block	DNMT1 block
1	COc1ccc(C2C3=C(CCCC3=O)NC3=C2C(=O)c2ccccc23)cc1 (stereo not given)	0	8	2	-8	3.3	-4	-23	8	i	-1
2	CCOc1ncccc1C(=O)N1CCN(S(=O)(=O)c2cccs2)CC1	3	-2	2	-5	-0.7	4	7	19	i	7
3	O=C(Nc1ccc(S(=O)(=O)Nc2nccs2)cc1)c1ccc(N2C(=O)c3ccccc3C2=O)cc1	-3	-5	62*	-100	1.5	-6	7	10	+	8
4	O=C(COC(=O)/C=C/c1cccc(Cl)c1)NCCc1ccc(Cl)cc1Cl	1	4	-3	-7	2.5	-4	7	2	i	-2
5	Cc1ccc(C(=O)NCC(C)(C)O)cc1	5	1	8	-1	-1.4	-4	-1	-3	i	-1
6	CCCS(=O)(=O)c1nc(S(=O)(=O)c2ccc(C)cc2)c(N2CCCCC2)s1	2	1	-1	0	1.8	.	2	8	i	-2
7	CCOc1cccc(OCCNC2CCCC2)c1	-1	6	0	6	-1.3	7	0	-8	i	6
8	COc1cccc(N2CC(O)=C(c3nc4ccccc4c(=O)[nH]3)C2=N)c1	3	17	6	0	2.0	1	26	-12	i	6
9	Cc1noc(C)c1C(=O)OCC(=O)NC1CCCCC1C (stereo not given)	0	6	-2	14	-0.6	9	5	-16	i	2
10	CC(COc1ccccc1)N1CCC(CO)(CCc2ccccc2)CC1 (stereo not given)	-2	0	-5	-5	-0.4	-3	-2	5	i	-2
11	CN(C)Cc1c(C(=O)N/N=C/c2cccc(OCc3c(F)cccc3Cl)c2)nnn1-c1nonc1N	2	0	22	-1	2.8	-5	3	1	i	7
12	COc1cccc(C(=O)Nc2cccc3cccnc23)c1OC	0	1	0	3	0.6	-6	-2	-2	i	-1
13	CNC(=O)c1ccc(-c2sc3nc(N4CCOCC4)c4c(c3c2N)CC(C)(C)OC4)o1	3	16	0	13	3.7	-6	-11	2	i	-18
14	C[C@@H]1CCCCO[C@@H](CN(C)C(=O)c2ccccc2)[C@@H](C)CN([C@H](C)CO)C(=O)c2cc(N(C)C)ccc2O1	1	2	3	-9	-1.0	.	6	-4	i	-5
15	Cc1ccc(C)c(NC(=O)CCn2nc(C)cc2C)c1	-3	0	-7	-13	-0.9	-2	5	-1	i	11
16	COc1ccc(OC)c(N(CC(=O)NCCSCc2ccco2)S(=O)(=O)c2ccccc2)c1	1	-5	0	7	1.1	-13	-3	5	i	-3
17	CC(Oc1ccccc1)C(=O)Nc1cc(Cl)ccc1-n1cncn1 (stereo not given)	-2	-2	3	4	-1.2	-2	-8	5	i	2
18	COc1ccc(CN2CCC(CO)(Cc3ccccc3)CC2)cc1Cn1cccn1	-4	3	-7	-1	-0.9	2	-1	10	i	5
19	COc1ccc(C)cc1N(CC(=O)N/N=C/c1ccccc1C(=O)O)S(=O)(=O)c1ccccc1	-1	-5	-1	-4	-1.8	4	0	11	i	0
20	O=c1c2[nH]c3ccc(F)cc3c2ncn1CCCN1CCOCC1	0	4	4	47*	-1.1	1	-2	-27	i	2
21	Cc1ccc(S(=O)(=O)N(C)C[C@@H]2Oc3ccc(NS(=O)(=O)c4ccccc4)cc3CC(=O)N([C@@H](C)CO)C[C@H]2C)cc1	1	-1	-2	9	-0.2	50*	1	2	i	-3
22	CCOC(=O)N1CCC(NC(=O)c2cc3c(C)nc4ccccc4c3o2)CC1	-2	0	0	8	-0.2	-7	-8	7	i	-1
23	COC(=O)c1ccc(C(=O)O)nc1	-2	-5	4	-4	0.9	3	4	-3	i	6
24	CC1(C(=O)NS(=O)(=O)c2cccs2)CCN1C(=O)Cc1ccc(-c2ccccc2)cc1 (stereo not given)	3	0	0	4	-0.8	.	5	35*	i	2
25	CN(CCN1CCOCC1)Cc1nc(-c2ccc3c(c2)OCO3)no1	2	-3	-7	4	-1.8	-6	-1	-5	i	4
26	CN(CC(=O)NCCCN1CCOCC1)S(=O)(=O)c1ccc(Cl)cc1	1	-2	-1	-3	-2.0	3	0	7	i	0
27	CCN(CC)CCNc1cccc2sc3ccccc3c(=O)c12	0	-9	-3	-17	1.3	.	-33	1	i	46
28	Cc1ccc(C(=O)NCC(=O)NC2CCCC2)cc1	2	-1	1	3	0.4	-6	1	14	i	0
29	COc1cccc(CN2CCNC(=O)C2CC(=O)NC2CCOCC2)c1OC (stereo not given)	-2	-1	-9	6	-0.1	-13	-6	10	i	-5
30	COc1cc(C(=O)N(CCCO)Cc2cc3ccc(C)c(C)c3[nH]c2=O)cc(OC)c1OC	2	4	-5	-6	-0.2	-13	1	4	i	-3
31	O=c1[nH]c2ccc(F)cc2[nH]c1=O	-2	-1	-6	9	-1.5	-13	0	15	i	-4
32	O=C(Oc1cccc(NC2=NS(=O)(=O)c3ccccc32)c1)c1cccnc1	0	0	0	7	-0.1	-8	1	3	i	2
33	Cc1ccc(C(=O)CCC(=O)NCc2ccccc2)cc1	-1	-3	-1	-1	-0.9	-7	2	1	i	-1
34	COCCn1c(-c2cccs2)nc2nc3ccccc3nc21	0	0	-8	5	0.7	-11	-29	-4	i	-2
35	CCOc1ccccc1NC(=O)C1Cc2ccccc2CN1S(C)(=O)=O (stereo not given)	-2	-1	-3	-8	-1.1	-6	2	-6	i	-2
36	CC(=O)c1ccc(N2CCN(C(=O)CN(C)S(=O)(=O)c3cnc[nH]3)CC2)cc1	-2	6	-11	8	-0.3	0	-2	2	i	0
37	COc1ccc(NC(=O)CC2C(=O)N(c3ccc(OC)cc3)C(=O)N2Cc2ccc(OC)c(OC)c2)cc1 (stereo not given)	1	0	-5	-4	-0.9	-5	3	8	i	0
38	CC(=O)c1sc(N/N=C\c2ccc(Br)cc2)nc1C	1	-71	-6	-68	0.2	-3	-1	11	.	-17
39	NS(=O)(=O)c1ccc(CNC(=O)c2cnccn2)cc1	0	3	1	-2	-0.5	-11	-3	-18	i	6
40	CCOC(=O)/C(C(=O)Nc1ccccc1Br)=C1/NC(C)(C)Cc2ccccc21	6	1	-5	7	-0.8	-14	1	7	i	-2
41	CCc1ccc(NC(=O)C2CCN(c3ncnc4c3nc3n4CCCCC3)CC2)cc1	1	0	-1	0	0.7	1	2	-3	i	-5
42	CCOc1ccc(/C=N/NC(=O)c2ccc3nc[nH]c3c2)cc1OC	-2	5	-1	-6	-0.3	.	-27	16	i	-2
43	CN1C(C(=O)NCc2ccco2)CC2Cn3c(nc4cc5ccccc5cc43)C21 (stereo not given)	0	0	-7	9	-0.7	-1	-9	-9	i	-3
44	COc1ccc(S(=O)(=O)c2c(O)c3ccc(C(=O)Nc4ccc(F)cc4)cc3[nH]c2=O)cc1	0	2	-2	-20	0.5	6	33	8	i	2
45	NS(=O)(=O)c1ccc(CNC(=O)C(Cc2ccccc2)NS(=O)(=O)c2ccccc2F)cc1 (stereo not given)	-1	-5	-2	0	-0.4	-2	1	7	i	4
46	COc1ccccc1CNC(=O)c1ccccc1OCc1ccc(F)cc1	2	-12	-4	9	4.3	-11	2	15	i	3
47	CCC(c1nnnn1C(C)(C)C)N1CCN(C(=O)c2ccco2)CC1 (stereo not given)	0	1	-11	1	0.0	2	5	10	i	0
48	O=C(NCc1ccccc1)c1ccccc1NC(=O)C1CCCCC1	2	3	-3	7	-0.3	-8	0	5	i	2
49	Cn1c(=O)c2sccc2n(Cc2ccccc2)c1=O	-1	-1	-7	4	-1.1	-4	-3	5	i	1
50	CCN(CC)CCOC(=O)c1ccc(NC(=O)c2ccc(Cl)c(S(=O)(=O)N3CCCCCC3)c2)cc1	-1	4	-8	15	0.0	3	-2	-7	i	4
51	CC(=O)c1cccc(NC(=S)NC(=O)c2cncc(Br)c2)c1	0	0	-4	7	-0.1	6	-3	-10	i	3
52	CCOC(=O)N1CCN(C(=O)C2CCC(=O)N(CCc3ccccc3)C2)CC1 (stereo not given)	-2	-2	-1	18	-0.7	-4	4	-8	i	4
53	Cc1cc(-c2cc(C(=O)NCc3ccccc3)on2)nc(NCC2CC2)n1	-1	-4	-6	9	0.1	-5	-4	1	i	3
54	O=[N+]([O-])c1cc(/C=N/n2cnnc2)ccc1N1CCCC1	2	10	-7	4	0.9	-3	-28	-2	i	0
55	O=C(NC(=S)NCCc1ccccc1)c1cccc(Cl)c1	1	-9	-7	-2	1.4	1	0	-4	i	-2
56	Clc1cccc(/C(Cc2nc3ccccc3[nH]2)=N\Nc2ccccc2)c1	2	-4	11	9	4.5	8	-3	22	i	-3
57	CCN(Cc1ccccc1)C(=S)NC(=O)c1ccccc1Br	1	1	-4	-4	-0.9	4	7	7	i	1
58	COc1ccc2[nH]c3c(c2c1)CC(C)NC3=O (stereo not given)	-1	-14	-2	10	-0.7	-4	0	11	i	4
59	Cc1ccc(/C=C(\NC(=O)c2ccccc2)C(=O)N2CCCCC2)cc1	-4	1	-2	-5	-1.0	-4	1	13	i	-3
60	COc1ccccc1OCCn1c(C)c(C=O)c2ccccc21	2	-4	-1	5	1.7	-2	5	9	i	0

Arranged by number of heavy atoms (falling): 3 of the compounds above
No.	canonical_smiles	STEP block	MT1-MMP act inh	NadD inh	CendR NRP1 mod	LMPTP block	Scp1 inh	SUMO1 PPI mod	SKN-1 inh	Rpn11 block	DNMT1 block
59	Cc1ccc(/C=C(\NC(=O)c2ccccc2)C(=O)N2CCCCC2)cc1	-4	1	-2	-5	-1.0	-4	1	13	i	-3
57	CCN(Cc1ccccc1)C(=S)NC(=O)c1ccccc1Br	1	1	-4	-4	-0.9	4	7	7	i	1
55	O=C(NC(=S)NCCc1ccccc1)c1cccc(Cl)c1	1	-9	-7	-2	1.4	1	0	-4	i	-2

Two of these compounds in a different format.
entry	STEP block	MT1-MMP act inh	NadD inh	CendR NRP1 mod	LMPTP block	Scp1 inh	SUMO1 PPI mod	SKN-1 inh	Rpn11 block	DNMT1 block	Structure
54	2	10	-7	4	0.9	-3	-28	-2	i	0	O=[N+]([O-])c1cc(/C=N/n2cnnc2)ccc1N1CCCC1
55	1	-9	-7	-2	1.4	1	0	-4	i	-2	O=C(NC(=S)NCCc1ccccc1)c1cccc(Cl)c1

Next section:
No.	canonical_smiles	STEP block	MT1-MMP act inh	NadD inh	CendR NRP1 mod	LMPTP block	Scp1 inh	SUMO1 PPI mod	SKN-1 inh	Rpn11 block	DNMT1 block
61	CCOC(=O)N1CCN(C(=O)CSc2ccc(-c3ccccc3OC)nn2)CC1	1	5	3	-2	-0.8	2	-1	7	i	0
62	COC(=O)C(C(=O)Nc1cccc(Cl)c1C)C1CCCC1 (stereo not given)	-2	-3	-3	3	-0.4	-2	-1	-11	i	2
63	COc1ccccc1NC(=O)Cc1nc(CCl)cs1	-3	-1	-3	-11	-0.4	-4	-1	8	i	3
64	Cc1no[n+]([O-])c1COc1ccccc1/C=C1\NC(=S)NC1=O	2	-6	7	-32	0.3	1	-6	19	i	1
